JMJD2A Tudor inh: qHTS Assay for Inhibitors of JMJD2A-Tudor Domain; 390,000 compounds, 4.4% hits; Lysine-specific demethylase 4A (Homo sapiens), O75164; AlphaScreen JMJD2A-Tudor / H3K4me3 peptide binding; Potency, µM (highest dose often 114 µM), without a hit: at the top dose activity change, negative = inhibition, actives largely listed as inhibitors; further: potency means the concentration at half of the fitted maximal effect; on the % scale 0 is the no-effect control and ±100 the full control effect; nearly all actives have a fitted effect of over 50% in size
ERG Ets-DNA blk: qHTS for Small Molecule Inhibitors of the ERG Ets/DNA interaction. Transcriptional regulator ERG (Homo sapiens), P11308. fluorescence polarization, His-ERG Ets domain / labelled DNA. Potency, µM (titrated, usually from 76.9 µM), for inactives: top-dose FP activity, negative = inhibition, usual class: inhibitors. 370,000 compounds, 0.028% hits. AID 624246, 2012; active means well fitted inhibition curve with a large enough effect in the polarisation, with a control signal flat; inconclusive means small, poorly fitted or top-dose-only effect, or effect the other way, or a change in a side signal; inactive means no such curve, though single readings can be large or run the other way; the % refers to the polarisation;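 further: polarization taken with two DNA probes labelled with fluorescein and Texas red; potency means the concentration at half of the fitted maximal effect; % of control where 0% means no effect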
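His-tagged ERG Ets domain (1 uM in the protein solution; 300mM KCl, 50mM Tris-HCl, 1mM EDTA, 1mM DTT, pH 7.5) received compound, then a probe mix of 5 nM fluorescein-DNA and 100nM Texas-615-DNA. Fluorescence polarization was read for both dyes.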
BAZ2B inh: qHTS Assay for Inhibitors of BAZ2B | Potency, µM (highest dose often 114 µM), for inactives: at the top dose activity change, negative = inhibition, actives largely listed as inhibitors | AID 504333, 2011 | 360,000 compounds, 4.4% hits | AlphaScreen BAZ2B-H3K14Ac peptide displacement | Bromodomain adjacent to zinc finger domain protein 2B (Homo sapiens), Q9UIF8; further: potency means the concentration at half of the fitted maximal effect; on the % scale 0 is the no-effect control and ±100 the full control effect; nearly all actives have a fitted effect of over 60% in size
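BAZ2B (50 nM) with biotin-H3(5-23)K14Ac peptide (50 nM) in PBS pH 7.4, 0.01% Tween-20, preformed 30 min, then compound 30 min at room temperature; top concentration 110uM. AlphaScreen streptavidin donor/nickel chelate acceptor beads (10 ug/mL final), 20 min dark, signal read.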
Pin1 inh: qHTS Assay to Find Inhibitors of Pin1; Pin1 FP peptide displacement, HiFluor488, 10 min; 390,000 compounds, 0.009% hits; Potency, µM (highest dose often 115 µM), for the others: at the top dose activity, negative = inhibition, usual class: inhibitors; Peptidyl-prolyl cis-trans isomerase NIMA-interacting 1 (Homo sapiens), Q13526; active means well fitted inhibition curve with a large enough effect in the polarisation, with a control signal flat, not every such curve was filed as active; inconclusive means small, poorly fitted or top-dose-only effect, or effect the other way, or a change in a side signal; inactive means no such curve, though single readings can be large or run the other way; the % refers to the polarisation; further: potency means the concentration at half of the fitted maximal effect; on the % scale 0 is the no-effect control and ±100 the full control effect
Target sequence (Q13526 whole entry, looked up): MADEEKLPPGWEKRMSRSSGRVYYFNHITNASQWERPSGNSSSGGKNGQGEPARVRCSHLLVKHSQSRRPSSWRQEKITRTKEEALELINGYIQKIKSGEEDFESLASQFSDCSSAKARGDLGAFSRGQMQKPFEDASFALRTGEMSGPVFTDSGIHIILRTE
GLS inhibitor: qHTS for Inhibitors of Glutaminase (GLS); Glutaminase kidney isoform, mitochondrial (Homo sapiens), O94925; GLS enzymatic activity, qHTS titration; Potency, µM (doses to about 45.5 µM), inactives show at the highest dose activity change, negative = inhibition, actives largely listed as inhibitors; 410,000 compounds, 0.21% hits; AID 624170, 2012; further: potency means the concentration at half of the fitted maximal effect; on the % scale 0 is the no-effect control and ±100 the full control effect
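Human kidney-isoform GLS in 45 mM KH2PO4 pH 8.2, 0.02% Tween-20, with compound, started with 1mM L-Glutamine (added stock). Glutamate oxidase/HRP/Amplex red coupled fluorescence read at start and after 30 min at RT.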
PI4K2A block: qHTS for small molecular inhibitors of PI4K2A. Phosphatidylinositol 4-kinase type 2-alpha (Homo sapiens), Q9BTU6. purified PI4K2A, ADP-Glo luminescence, 1 h; stronger effect = lower value. activity change, negative = inhibition, % at 76.9 µM. 420,000 compounds, 0.13% hits. AID 1346378, 2018; in the data active means activity change below about -50%; inconclusive means mostly about -30% to -49%;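 further: -100% = wells without enzyme as full effect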
Target sequence (Q9BTU6 whole entry, looked up): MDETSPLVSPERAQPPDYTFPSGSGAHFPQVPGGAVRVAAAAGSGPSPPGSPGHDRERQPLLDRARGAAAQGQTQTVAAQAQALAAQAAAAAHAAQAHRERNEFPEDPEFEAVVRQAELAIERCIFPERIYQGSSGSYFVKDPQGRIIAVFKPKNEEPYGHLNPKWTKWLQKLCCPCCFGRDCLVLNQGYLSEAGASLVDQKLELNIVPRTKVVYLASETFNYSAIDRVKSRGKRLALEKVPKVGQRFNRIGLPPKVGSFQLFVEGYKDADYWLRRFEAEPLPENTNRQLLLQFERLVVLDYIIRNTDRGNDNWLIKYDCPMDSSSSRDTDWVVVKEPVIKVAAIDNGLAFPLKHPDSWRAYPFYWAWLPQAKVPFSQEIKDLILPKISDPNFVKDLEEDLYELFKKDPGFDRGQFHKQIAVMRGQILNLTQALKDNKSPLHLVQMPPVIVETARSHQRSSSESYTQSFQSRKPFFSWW
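ADP-Glo luminescence measured ADP generated by PI4K2A enzyme (4 ug/mL before mixing) with 1.2 mM PI substrate (pre-mix) and 300 microM ATP (pre-mix). Tris pH7.5 buffer with MgCl2, Triton X-100; 1 h reaction at ambient temperature.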
HP1b binding inh: HTS for Inhibitors of HP1-beta Chromodomain Interactions with Methylated Histone Tails | Chromobox protein homolog 1 (Homo sapiens), P83916 | AlphaScreen HP1-beta / biotin-H3K9me3 peptide binding | Potency, µM (doses to about 114 µM), without a hit: at the highest dose activity change, negative = inhibition, actives largely listed as inhibitors | 390,000 compounds, 0.56% hits | AID 540317, 2011; further: potency means the concentration at half of the fitted maximal effect; nearly all actives have a fitted effect of over 70% in size; inactives centre near 23
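Compound inhibition of the preformed complex between 50 nM HP1-beta and 50 nM biotinylated H3K9me3 peptide was read by AlphaScreen. Buffer was PBS pH 7.4 with 0.01% Tween-20. Incubations ran 30 min at room temperature, with 10 ug/mL donor/acceptor beads.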
Tb PGK inh: qHTS Assay to Find Inhibitors of Phosphoglycerate Kinase; Potency, µM (titrated, usually from 57.5 µM), for the others: at the top dose activity change, negative = inhibition, most hits filed as inhibitors; AID 602233, 2012; 380,000 compounds, 0.043% hits; PGK/GAPDH coupled, Kinase-Glo luminescence, 60 min; Phosphoglycerate kinase, glycosomal (Trypanosoma brucei brucei), P07378; further: potency means the concentration at half of the fitted maximal effect; on the % scale 0 is the no-effect control and ±100 the full control effect; nearly all actives have a fitted effect of over 60% in size
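Luminescent ATP detection (Kinase-Glo Plus) follows a 60-minute room-temperature incubation, with wells lacking PGK as controls. Buffer: 100 mM TEA (pH 7.6), 5 mM MgCl2, 0.01% Tween-20. Coupling enzyme GAPDH (100 nM final) supplies unstable 1,3-BPG in-well.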
G9a block: qHTS Assay for Inhibitors of Histone Lysine Methyltransferase G9a. Histone-lysine N-methyltransferase EHMT2 (Homo sapiens), Q96KQ7. G9a H3K9 monomethylation, AlphaScreen, 2 h. Potency, µM (titrated, usually from 102 µM), without a hit: at the highest dose activity, negative = inhibition, most hits filed as inhibitors. 350,000 compounds, 8.8% hits. AID 504332, 2011; further: potency means the concentration at half of the fitted maximal effect; on the % scale 0 is the no-effect control and ±100 the full control effect; nearly all actives have a fitted effect of over 75% in size
Target sequence (Q96KQ7 913-1193 limits assumed): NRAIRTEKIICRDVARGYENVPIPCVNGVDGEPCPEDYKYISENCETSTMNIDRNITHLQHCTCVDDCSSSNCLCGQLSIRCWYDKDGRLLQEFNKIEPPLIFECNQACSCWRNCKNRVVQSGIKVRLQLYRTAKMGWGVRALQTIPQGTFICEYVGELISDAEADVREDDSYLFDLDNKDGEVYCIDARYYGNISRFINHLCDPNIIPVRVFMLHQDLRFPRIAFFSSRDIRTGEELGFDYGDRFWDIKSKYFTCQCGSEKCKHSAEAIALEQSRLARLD
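Compounds were preincubated with 20 nM G9a for 15 min, after which biotinylated H3K9 peptide (500 nM) and SAM (20 uM) started a 2 h room-temperature reaction. Monomethylated product was quantified by antibody-based AlphaScreen chemiluminescence.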
* = called active by the depositor; i = inactive; ? = inconclusive; . = no result given; [ ] = dose if it differs, or a comment. Unless noted, the call rests on the fitted dose curve; in most records, active means well fitted curve in the direction sought with a large enough effect; inconclusive means small, poorly fitted or top-dose-only effect, or another doubt; inactive means no such curve, though single readings can be large; an effect the other way counts as inactive or inconclusive.

item	canonical_smiles	Tb PGK inh	PI4K2A block	JMJD2A Tudor inh	Pin1 inh	G9a block	BAZ2B inh	HP1b binding inh	GLS inhibitor	ERG Ets-DNA blk
1	Cc1cc(C(N)=O)nn1-c1c(Cl)cc(Cl)cc1Cl	-2%	-6	4%	3%	.	-1%	34%	-1%	-14%
2	COc1ccc(NC(=O)C23CCC(C)(C(=O)C2)C3(C)C)cc1 (stereo unspecified)	i	-2	-2%	-18%	2%[59 µM]	2%	29%	4%	-1%
3	Cc1ccc(OCC(=O)NNC(=O)C(=O)NC(C)(C)C)cc1	-7%	-3	-36%	-6%	?	?	13%	7%	-2%
4	CC1CCc2cc(F)ccc2N1C(=O)c1cccs1 (stereo unspecified)	i	-1	-13%	3%	-28%	-5%	53%[activator]	0%	0%
5	Nc1nc(NCc2ccccc2)nc(-c2ccccc2)n1	.	-1	-11%	1%	5%[59 µM]	-4%	20%	0%	.
6	Cc1ccc(NC(=O)C(c2ccc(Cl)cc2Cl)N2CCCC2)cc1 (stereo unspecified)	10%	3	4%	6%	5%[59 µM]	-5%	42%[activator]	1%	-3%
7	O=C(CSc1nnc(CNC(=O)c2cccs2)o1)Nc1ccc(Cl)cc1	i	-6	-5%	-3%	9%	-13%	49%[activator]	-1%	-3%
8	COc1ccc(CCCC(=O)N/N=C/c2ccc(C)cc2)cc1	-2%	-1	0%	1%	12%	1%	54%[activator]	0%	-1%
9	COc1ccc(C(=O)C(CN2CCCC2)c2ccccc2)cc1 (stereo unspecified)	-5%	20	-14%	-1%	?	6%	43%[activator]	1%	-5%
10	CC(C(=O)c1c[nH]c(C(=O)N=CN(C)C)c1)c1ncc(C(F)(F)F)cc1Cl (stereo unspecified)	11%	1	-20%	-13%	2%	-17%	17%	0%	-11%
11	CCOc1ccc(CO/N=C/c2c(C)[nH]c(=O)[nH]c2=O)cc1	-8%	-2	-19%	1%	6%[59 µM]	-3%	33%	0%	-4%
12	O=C(NNC(=O)C(Cl)Cl)c1cnn(-c2ccccc2)c1C(F)(F)F	-1%	-7	-19%	-2%	-20%	-13%	84%[activator]	1%	6%
13	COc1ccc(C(=O)C(C)Sc2nnc(C3CC3)n2C2CC2)cc1 (stereo unspecified)	-1%	6	-13%	-2%	8%[12.7 µM]	9%	12%	-10%	7%
14	Cn1c(=O)n(Cc2c(F)cccc2Cl)c(=O)c2c1nc1n2CCN1c1ccc(F)cc1	-10%	7	-7%	-3%	4%[59 µM]	0%	45%[activator]	1%	6%
15	Cc1ccc(S(=O)(=O)N2CCOCC2)cc1C(=O)Nc1nc(-c2ccccn2)cs1	-7%	-3	40µM*	-5%	.	.	?	-4%	.
16	CC(C)(C)OC(=O)N1CCC(c2c(C(=O)Nc3ccc4c(c3)OCO4)cnn2-c2ccccc2)CC1	-5%	-3	?	-15%	-5%[59 µM]	?	-1%[57 µM]	-13%	-4%
17	O=C(NCCC(=O)N1CCN(c2ccccn2)CC1)c1ccc(Cl)cc1	-8%	4	-3%	0%	.	.	26%	-6%	.
18	O=C(c1cccc([N+](=O)[O-])c1)c1ccc2c(c1)OCCOCCOCCO2	-3%	3	-25%	-3%	-1%	?	25%	1%	-9%
19	Fc1ccccc1CN1CCC(Cc2ccccc2)CC1	-8%	0	0.89µM*	-4%	.	?	?	16%	4%
20	COc1ccc(S(=O)(=O)N(C)CC(=O)NC2CCCCC2)cc1OC	.	2	-4%	5%	8%[12.7 µM]	-4%	19%	3%	-4%

Part of the list above, with values ahead of the structure:
item | Tb PGK inh | PI4K2A block | JMJD2A Tudor inh | Pin1 inh | G9a block | BAZ2B inh | HP1b binding inh | GLS inhibitor | ERG Ets-DNA blk | Structure
6 | 10% | 3 | 4% | 6% | 5%[59 µM] | -5% | 42%[activator] | 1% | -3% | Cc1ccc(NC(=O)C(c2ccc(Cl)cc2Cl)N2CCCC2)cc1 (stereo unspecified)
7 | i | -6 | -5% | -3% | 9% | -13% | 49%[activator] | -1% | -3% | O=C(CSc1nnc(CNC(=O)c2cccs2)o1)Nc1ccc(Cl)cc1
8 | -2% | -1 | 0% | 1% | 12% | 1% | 54%[activator] | 0% | -1% | COc1ccc(CCCC(=O)N/N=C/c2ccc(C)cc2)cc1

(list continues)
item	canonical_smiles	Tb PGK inh	PI4K2A block	JMJD2A Tudor inh	Pin1 inh	G9a block	BAZ2B inh	HP1b binding inh	GLS inhibitor	ERG Ets-DNA blk
21	COC(=O)c1c(NC(=O)CSc2ncnc3c2cnn3-c2ccccc2Cl)sc2c1CCCC2	-9%	-7	-21%	67%[activator]	-11%[59 µM]	-5%	21%	9%	3%
22	C=CCn1c(SC(C)C(=O)NCC2CCCO2)nnc1-c1ccc(OC)cc1 (stereo unspecified)	-5%	-2	-2%	-1%	.	.	52%[activator]	1%	-2%
23	CCO[C@H]1OC(C(=O)N2CCOCC2)=C[C@@H](C)[C@@H]1CCCO	4%	-1	-2%	8%	14%[12.7 µM]	-7%	30%	2%	7%
24	Nc1nnc(SCC(=O)Nc2ccc3nc(SCC(=O)Nc4ccccc4)sc3c2)s1	-7%	-1	-4%	31%[activator]	?	32%[activator]	42%[activator]	-3%	6%
25	O=C(O)c1ccc2c(=O)n3c(nc2c1)/C(=C/c1cccc(O)c1)CC3	-13%	-4	-35%	-3%	-15%	?	12%	21%	0%
26	CC(=O)/C(=N\Nc1ccc(Cl)cc1Cl)Sc1nnc(-c2ccccc2)n1-c1ccccc1	5%	1	-12%	0%	?	-3%	35%	0%	7%
27	COc1ccc(/C=C2/SC(=S)N(CCCC(=O)Nc3ccc(O)cc3)C2=O)cc1	i	-2	?	2%	-5%	-28%	20%	5%	-9%
28	COc1cc(Cl)c(C)cc1Nc1nnc(-n2nc(C)cc2C)c2ccccc12	.	-10	-1%	0%	28%[59 µM]	-1%	25%	-3%	0%
29	COc1ccccc1-c1sc2cc3c(cc2c1C#Cc1cncn1C)OCO3	-11%	-4	20µM*	-2%	.	.	-29%	13%	-1%
30	Cc1nc2ccccn2c1C(=O)NNS(=O)(=O)c1ccc(C(C)(C)C)cc1	i	-9	-9%	?	?	7%	31%	23%	13%
31	O=C(CSc1nn(-c2ccccc2)c(=S)s1)Nc1ncccn1	-4%	-3	-13%	2%	-21%	-24%	24%	0%	7%
32	O=C(NCC1CCCO1)C(c1ccncc1)N(Cc1ccc(F)cc1)C(=O)CN1C(=O)c2ccccc2S1(=O)=O (stereo unspecified)	2%	0	-6%	-9%	1%[59 µM]	3%	26%	8%	.
33	CC(OC(=O)C1=NN(c2ccccc2)C(=O)CC1)C(=O)NC1CCCCC1C (stereo unspecified)	i	-1	5%	-3%	11%[12.7 µM]	4%	41%[activator]	-4%	7%
34	O=C(Cc1ccccc1)c1c[nH]c(C(=O)C(Cl)(Cl)Cl)c1	0%	0	-13%	-4%	?	16%	7%	34%[activator]	-12%
35	CCc1ccccc1OCC(=O)Nc1ccc2c(c1)OCCO2	i	-4	12%	10%	-7%	-4%	31%[activator]	-5%	0%
36	COc1ccc(Cl)cc1NC(=O)c1cccc(NC(=O)CCC(=O)O)c1	3%	0	-4%	0%	?	-25%	20%	22%	-4%
37	COc1ccc(CC(=O)Nc2ccccc2C(=O)N2CCOCC2)cc1OC	-10%	4	0%	-2%	25%	1%	37%	-3%	.
38	CC(OC(=O)CNS(=O)(=O)c1ccc2ccccc2c1)C(=O)N(C)c1ccccc1 (stereo unspecified)	-5%	1	-22%	-1%	3%	?	-2%	10%	20%
39	Cc1cccc(N(C)C(=O)CSc2nc3ncccc3o2)c1	i	1	-3%	-2%	15%[59 µM]	6%	59%	-4%	4%
40	O=C1C2CCCCN2C(=O)N1CCCCN1CCN(c2ccccc2Oc2ccccc2)CC1 (stereo unspecified)	0%	-3	-21%	-2%	?	-31%	14%	-4%	-8%
41	O=C(c1ccc(Oc2ccc(Cl)cc2)c([N+](=O)[O-])c1)N1CCCC1	1%	0	-24%	-2%	-3%	?	18%	1%	-2%
42	COc1ccc(S(=O)(=O)NN(C)c2ncc(C(F)(F)F)cc2Cl)cc1	-1%	3	-16%	-4%	55%[activator]	1%	15%	0%	9%
